Bioassay records (PubChem BioAssay)
Yeast life ext = compounds extending yeast replicative lifespan, primary screen, S. cerevisiae, OD615; S. cerevisiae growth with nicotinamide; deaD strain in restrictive glucose medium; inhibition of the nicotinamide effect, % at 10 µM; 130,000 tested, 0.68% active;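 active means inhibition above a set limit, placed 3 SD over the median of all compounds, cut at about 26% in these data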;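 further: 0% = nicotinamide-treated wells and 100% = cells grown without nicotinamide; some compounds called inactive have numbers as strong as hits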
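assay system = DeaD-strain S. cerevisiae | buffer or medium = restrictive glucose medium | reagent = 1.5 mM nicotinamide | compound = 10 µM single point, 0.25% DMSO | incubation = 48 h compound exposure at 30 °C, humidified | signal = OD615 measurement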
HCT116 bCat-KO = primary screen for growth suppressors in beta-catenin knockout HCT116 cells (colon tumor, human); viability, % at 10 µM; 140,000 tested, 1.5% active; HCT116 beta-catenin knockout viability, CellTiter-Glo, 60 h; active compounds read low;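 active means viability at or under a set limit, the compound median less 4 SD, cut at about 6% in these data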;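 further: 0% = Hyamine 1622 control at 20 µM and 100% = untreated cell control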
NPY-Y2 antag = NPY-Y2 receptor antagonists, primary screen, cell-based. Neuropeptide Y receptor type 2 (Homo sapiens), P49146. NPY-Y2 expressing cells, antagonist mode. inhibition, % at 2.7 µM. 140,000 tested, 0.99% active. AID 793, 2007; in the data active means inhibition above about 17%;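 further: 0% = vehicle with agonist challenge and 100% = reference antagonist with challenge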
Target sequence (P49146 whole entry, looked up): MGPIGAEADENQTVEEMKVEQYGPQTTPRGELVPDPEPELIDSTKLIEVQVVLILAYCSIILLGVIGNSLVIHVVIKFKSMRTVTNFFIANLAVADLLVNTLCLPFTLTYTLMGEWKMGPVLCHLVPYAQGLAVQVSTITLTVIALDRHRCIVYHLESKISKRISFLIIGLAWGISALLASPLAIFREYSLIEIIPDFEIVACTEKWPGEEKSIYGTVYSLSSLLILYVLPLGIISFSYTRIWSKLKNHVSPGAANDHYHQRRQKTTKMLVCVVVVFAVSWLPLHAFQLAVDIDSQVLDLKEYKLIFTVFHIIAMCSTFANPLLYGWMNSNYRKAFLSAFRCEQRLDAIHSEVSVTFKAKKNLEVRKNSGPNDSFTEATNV
E-sel TNF inh = E-selectin induction blockers in HUVEC – imaging, immunofluorescence, high content, primary screen; HUVEC TNFa-induced E-selectin immunofluorescence; inhibition, % at 2 µM; 120,000 tested, 0.71% active; AID 1246, 2008;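 active means inhibition above the batch mean plus 3 SD, and confirmed as a hit on visual image review, cut at about 43% in these data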;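 further: 0% = TNF-stimulated DMSO wells and 100% = unstimulated control wells; not every result past the cut was called active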
HCT116 PTEN-null = growth suppression of PTEN-null HCT116, primary screen, cell-based, CellTiter-Glo | 140,000 tested, 1.2% active | viability, % at 10 µM | HCT116 PTEN-null viability, 60 h; active compounds read low;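 active means viability at or below a set limit, 4 SD under the median of all tested compounds, cut at about 3.7% in these data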;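 further: PTEN knockout HCT116 line with beta catenin targeted HCT116 as companion control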
BB579 growth dn = growth inhibitors of yeast BB579 in restrictive medium, primary screen, yeast lifespan-shortening project, S. cerevisiae; 140,000 tested, 0.51% active; OD615, 48 h; AID 804, 2007; inhibition, % at 10 µM;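 active means inhibition above a set limit, 3 SD over the mean compound inhibition, cut at about 44% in these data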; further: inactives centre near -24
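Test system: Saccharomyces cerevisiae DeaD strain BB579, replicative lifespan model yeast | Buffer or medium: Restrictive CSMM-D medium | Doses: One dose, 10 µM compound with 0.25% DMSO | Incubation: 48 h exposure, 30 °C | Detection: Culture absorbance at 615 nm | Control set: Amphotericin B at 10 µg/mL as positive control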
MRP1 act = H69AR viability gain despite doxorubicin, primary screen, MRP-1 activator project, H69AR cells, CellTiter-Glo; viability increase, % at 10 µM; 140,000 tested, 0.61% active; viability rescue;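 active means viability gain under doxorubicin at or above a set limit, the compound median plus 3 SD, cut at about 4.7% in these data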;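 further: MRP-1 overexpressing cells given doxorubicin 25 µM after compound pretreatment; 18-22 h compound pretreatment then 72 h with doxorubicin before readout; 0% = doxorubicin-only wells and 100% = vehicle-treated cells without doxorubicin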
Phagocyt inh = inhibitors of macrophage phagocytosis, primary screen, imaging, J774A.1 cells, IgG beads; J774A.1 macrophage IgG-bead phagocytosis; inhibition, % at 5 µM; 110,000 tested, 0.07% active;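 active means inhibition above the mean of the plate negative controls plus 5 SD, cut at about 13% in these data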;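 further: phagocytic index as fraction of beads internalized from green versus red external bead signal; plate controls were DMSO negative control for no effect and cytochalasin-D positive control for full effect; some results beyond the cut were filed as inactive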
Measles CPE = compounds protecting cells from measles virus cytopathic effect, primary screen, measles RdRp inhibitor project, single point, MLSMR library, absorbance; Measles virus-infected cells, CPE protection; protection (pct of control), % at 4 µM; 140,000 tested, 1.5% active; AID 841, 2007; in the data active means protection mostly above about 24%, no sharp cut-off; inactive means mostly below about 26%; further: some compounds called inactive have numbers as strong as hits
GALR2 blocker = GALR2 antagonists in receptor-expressing cells, primary screen | Galanin receptor type 2 (Homo sapiens), O43603 | antagonist mode | inhibition, % at 4 µM | 140,000 tested, 0.39% active; in the data active means inhibition above about 27%;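 further: cells stimulated with galanin 1-16 at roughly its EC80; 0% = agonist challenge control and 100% = basal control without agonist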
Target sequence (O43603 whole entry, looked up): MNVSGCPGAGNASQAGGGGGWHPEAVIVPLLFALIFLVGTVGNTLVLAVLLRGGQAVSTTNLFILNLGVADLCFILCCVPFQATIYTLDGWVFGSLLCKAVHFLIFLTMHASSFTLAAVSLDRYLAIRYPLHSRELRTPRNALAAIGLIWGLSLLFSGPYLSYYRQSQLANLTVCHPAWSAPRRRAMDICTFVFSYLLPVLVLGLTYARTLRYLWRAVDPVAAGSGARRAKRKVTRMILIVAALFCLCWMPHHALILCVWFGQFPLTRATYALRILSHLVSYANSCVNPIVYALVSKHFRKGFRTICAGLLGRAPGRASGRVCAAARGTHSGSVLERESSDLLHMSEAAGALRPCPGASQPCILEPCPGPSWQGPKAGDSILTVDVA
An asterisk follows results filed as active; x = not tested or not shown.

SMILES | Yeast life ext | HCT116 bCat-KO | NPY-Y2 antag | E-sel TNF inh | HCT116 PTEN-null | BB579 growth dn | MRP1 act | Phagocyt inh | Measles CPE | GALR2 blocker
OC(CNCc1ccccn1)c1ccccc1 (stereo not given) | 6 | 92 | 1 | -4 | 86 | -44 | 1.2 | -13 | 9 | -9
O=c1c2sccc2n(Cc2ccc(F)cc2)c(=O)n1-c1ccc(F)cc1 | -1 | 84 | -2 | 11 | 87 | -13 | -0.3 | -5 | 35 | -16
CCN1CCN(S(=O)(=O)c2ccc3c(c2)OCCO3)CC1 | 2 | 97 | -1 | -9 | 99 | -38 | -1.3 | x | 1 | -4
CCN1CCN(C(c2cccs2)C(C)NC(=O)c2ccccc2OC)CC1 (stereo not given) | -9 | 73 | 5 | -17 | 88 | -6 | -2.9 | 0 | 9 | 8
C=CCSC1=C(C#N)C(c2ccccc2Cl)C(C(=O)c2cccs2)C(O)(C(F)(F)F)N1 (stereo not given) | 7 | 67 | 2 | 9 | 61 | -8 | -1.7 | 2 | 3 | -2
Cc1c(Br)c(C(F)(F)F)nn1CC(=O)NCC1CCCO1 (stereo not given) | -6 | 112 | -1 | x | x | -5 | 0.2 | 0 | 13 | -6
Cc1csc(NC(=O)CSc2nc(C(C)C)nc3c2c(=O)n(C)c(=O)n3C)n1 | -3 | 58 | 4 | x | 56 | -19 | -1.3 | x | 15 | -11
COc1cc(/C=N/Nc2nnc3c(n2)[nH]c2ccccc23)ccc1O | -6 | 94 | 2 | 16 | 104 | -18 | -2.2 | -5 | 7 | 1
CC1CCN(S(=O)(=O)c2ccc(F)c(C(=O)O)c2)CC1 | 3 | 93 | -1 | x | 93 | -23 | 0.4 | -5 | 19 | -2
COc1ccc(NC(=O)c2cc3c(=O)n(C)c4ccccc4c3n2C)cc1OC | -5 | 95 | 1 | 6 | 71 | -23 | -2.5 | 0 | 6 | -10
O=C(/C=C/c1ccc(Cl)cc1Cl)NCCSc1ccccc1 | -9 | 90 | 10 | 19 | 90 | -24 | 1.4 | -4 | 5 | -10
COc1ccccc1N1CCN(C(=O)c2cc(-c3ccc(Cl)cc3)on2)CC1 | -5 | 97 | -1 | x | 92 | -28 | 1.4 | -1 | 15 | -16
CCCC1=Nc2cc(C(=O)NCc3ccco3)ccc2Sc2ccccc21 | 6 | 10 | 1 | x | 13 | -12 | -2.8 | 4 | 2 | 17
COc1ccc(OC)c(NC=C2C(=O)OC3(CCCCC3)OC2=O)c1 | -31 | 83 | 3 | 12 | 100 | -16 | -5.0 | x | 9 | 50*
CCC(O)c1cc2c(cc1NC(=O)c1cccs1)OCCO2 (stereo not given) | -4 | 82 | 2 | -6 | 87 | -50 | -1.6 | 1 | 2 | 4
CC(C)C1C(=O)NC(=S)N1S(=O)(=O)c1ccc(C(C)(C)C)cc1 (stereo not given) | 5 | 96 | 4 | -10 | 108 | -70 | -0.6 | -2 | 18 | 2
CCOC(=O)C1=NNC2(c3ccccc3)C(=O)N(c3cccc(Br)c3)C(=O)C12 (stereo not given) | 2 | 101 | 0 | -16 | 98 | -62 | -0.2 | -4 | 14 | 8
CC/C(O)=C(/C#N)c1nnc2n1CCCCC2 | 7 | 96 | 2 | 4 | 94 | 3 | -2.3 | x | 6 | 11
Cc1cccc(N2CCN(C(=O)c3csc4ccccc34)CC2C)c1 (stereo not given) | 3 | 90 | 5 | x | 86 | -31 | 0.2 | 0 | 7 | -5
O=C(Nc1cc(=O)c2ccccc2o1)N1CCOCC1 | 0 | 100 | 2 | 10 | 109 | -21 | -1.0 | 0 | 5 | 5
CCOC(=O)C1CCCN(S(=O)(=O)c2ccc(OC)c3ccccc23)C1 (stereo not given) | 1 | 78 | 3 | -15 | 67 | -25 | -1.5 | 7 | 23 | -2
Cc1nc(NCc2ccco2)c2c3c(sc2n1)CCC3 | -16 | 59 | 10 | 34 | 60 | -28 | -1.8 | x | 6 | -1
O=C(CCl)NCCCCCCCCCNC(=O)CCl | 3 | 41 | 0 | x | 36 | 2 | -5.1 | x | 20 | 12
CCCCn1c(=O)[nH]c(=O)c2c1nc(-c1ccc(-c3ccccc3Br)o1)n2CC | 17 | 101 | 0 | -13 | 109 | -23 | -2.9 | 2 | 21 | -13
O=C(COC(=O)C1CCN(S(=O)(=O)c2cc([N+](=O)[O-])ccc2Cl)CC1)Nc1ncc(Cl)cc1Cl | -21 | 88 | -3 | 2 | 101 | -14 | -2.1 | x | 35 | 23
Nn1cnnc1SC1CCCCC1NS(=O)(=O)c1ccccc1 (stereo not given) | -7 | 105 | -1 | 23 | 100 | -12 | 0.4 | 0 | 14 | 4
Cc1ccc(NC(=S)NNC(=O)c2c([N+](=O)[O-])c(C)nn2C)cc1 | -8 | 108 | 4 | -32 | 112 | -36 | -0.1 | -1 | 18 | -6
Cc1sccc1/C=N/NC(=O)c1cccc2ccccc12 | -3 | 96 | 5 | x | 86 | -32 | -2.9 | -5 | 3 | 1
Brc1ccc(OCc2nnc(SCC3CCCCC3)o2)cc1 | 1 | 102 | 16 | -12 | 97 | -6 | 3.6 | -4 | 6 | -4
CCCN1C2=NCCN2c2cc(C)c(C)cc21 | -2 | 86 | 6 | -8 | x | -4 | -1.6 | -3 | 2 | 7
Cc1noc(/C=C/N(C)C)c1S(=O)(=O)N1CCN(c2ccccc2)CC1 | 9 | 88 | 1 | x | 90 | -3 | -2.1 | 0 | 12 | 1
COc1cc2ncnc(NCc3ccccc3)c2cc1OC | -5 | 96 | 1 | -22 | 100 | -39 | -4.3 | -1 | 2 | 0
Cc1cccc(Cn2c(C(C)O)nc3ccccc32)c1 (stereo not given) | -10 | 103 | 2 | 12 | 105 | -27 | 0.3 | -1 | 4 | 0
CCC(=O)N1CCc2cc(S(=O)(=O)NCCC(=O)N3CCN(Cc4ccccc4)CC3)ccc21 | 0 | 88 | 1 | 6 | 85 | -29 | 0.8 | 0 | 0 | -5
CCn1c(-c2cc(-c3ccc(OC(C)C)cc3)nc3ccccc23)n[nH]c1=S | -19 | 88 | -2 | -16 | 91 | -46 | 2.9 | 0 | 8 | 1
COc1cc(/C=C\C(=O)NCc2ccc3c(c2)cc(C)n3C)cc(OC)c1OC | 5 | 89 | 7 | -18 | 85 | -25 | -0.9 | x | 9 | 19
CCCc1cc(=O)n2[nH]c(-c3ccc(Br)cc3)cc2n1 | -4 | 78 | -5 | -8 | 64 | -32 | -2.2 | x | 11 | 13
CCCCOc1cccc(OCC(=O)Nc2nc3ccccc3[nH]2)c1 | -2 | 83 | 17 | x | 94 | -40 | -1.7 | -5 | 4 | -11
COc1ccc(CN2CCN(S(=O)(=O)c3ccccc3)CC2)c(OC)c1 | -5 | 80 | 3 | -22 | 78 | 13 | -0.3 | 0 | 12 | -1
O=C(CN1CCN(S(=O)(=O)c2ccccc2)CC1)Nc1cccc(C(F)(F)F)c1 | -2 | 88 | 0 | 13 | 78 | -13 | -3.1 | 0 | 4 | -10
Cc1ccccc1OC(=O)n1c(=S)oc2cc(Cl)ccc21 | 80* | 93 | 8 | -27 | 109 | -34 | -0.2 | x | 10 | -1
COc1ccc(OC)c(Nc2nc(-c3sc(NC(=O)c4ccccc4)nc3C)cs2)c1 | -20 | 64 | -2 | -29 | 41 | 8 | -3.9 | x | 3 | 1
O=C(NCc1ccccn1)c1coc(=O)c(Br)c1 | -16 | 92 | 1 | 8 | 80 | -37 | -3.0 | -1 | 32 | -13
CCOC(=O)N1CCN(Cc2nc(N)nc(Nc3ccc(C)cc3)n2)CC1 | -8 | 91 | 3 | -8 | 83 | 36 | -2.8 | 4 | 4 | -9
CN(C)C(=O)CSc1nnc(-c2cnccn2)n1C | x | 81 | 1 | -10 | 89 | -20 | 2.0 | x | 20 | -3
O=C1c2ccccc2C(=O)N1/N=C/c1ccc(O)c(O)c1 | -1 | 92 | 1 | x | 90 | -32 | -2.9 | -5 | 4 | 9
Cc1cc(C(=O)CSc2nnc(-c3cccnc3)n2-c2ccccc2F)c(C)n1CC1CCCO1 (stereo not given) | 1 | 100 | 1 | -23 | 105 | -88 | -1.1 | 1 | 28 | -5
COc1cc2c(cc1NS(=O)(=O)N1CCCCC1)oc1ccccc12 | -8 | 74 | 1 | 10 | 71 | -41 | 1.3 | 0 | 17 | 2
CCOC(=O)c1cnn(-c2ccccc2)c1-n1cccc1C(=O)C(=O)Nc1ccc(F)cc1 | -6 | 71 | 4 | -18 | 69 | -50 | -1.8 | x | 3 | 1
COc1ccc(C(=O)NN2C(=O)C3CCC(C)(C2=O)C3(C)C)cc1 (stereo not given) | -5 | 117 | 0 | -35 | 113 | -54 | 0.6 | x | 7 | 11
COCCSc1ccccc1C(=O)Nc1ccncc1 | -3 | 87 | 5 | -5 | 87 | -18 | -3.0 | -2 | 23 | -3
Cc1cc2c(c(=O)n1CCc1ccccc1)C(C(C)C)C(C#N)=C(N)O2 (stereo not given) | 41 | 102 | 2 | -30 | 90 | -38 | 1.5 | -1 | 7 | 0
Cc1cccc(-c2nnc3n2N=C(c2ccccc2)CS3)c1 | -14 | 102 | 2 | 26 | 83 | -12 | -0.9 | 0 | 8 | 4
Cc1cc(C(=O)CSc2n[nH]c(N)n2)c(C)n1-c1ccc(F)cc1 | x | 44 | 3 | -5 | 60 | -17 | -0.7 | x | 23 | -2
CCOCC(=O)Nc1cc(-c2cn3cccnc3n2)ccc1C | 2 | 99 | 1 | x | 93 | -24 | -0.8 | -4 | 16 | 5
O=C(O)/C=C/c1ccc2ccccc2n1 | x | 78 | 6 | 85* | 78 | -30 | -3.9 | x | 7 | 1
O=c1cc(CSc2nnc(COc3ccc(Cl)cc3)o2)c2ccccc2[nH]1 | -1 | 94 | 0 | -39 | 95 | -77 | 1.2 | 0 | 13 | -3
Cc1ccc(-n2c(O)cnc2Nc2nc(C)cc(C)n2)cc1 | -8 | 104 | -1 | 0 | 100 | -8 | 0.1 | x | 4 | 18
O=C(Nc1nc(-c2cccs2)cs1)C1=COCCO1 | -8 | 89 | 3 | x | 81 | 15 | -2.9 | -7 | 4 | -2
CCN1C(=O)c2cccc3c(S(=O)(=O)N(C(=O)c4ccncc4)c4ccc(OC)cc4)ccc1c23 | 9 | 66 | 3 | x | 75 | -2 | -1.9 | -5 | 5 | 0
